Screens deposited in PubChem by National Center for Advancing Translational Sciences (NCATS).
Apoferritin bind: qHTS Assay for Identification of Novel General Anesthetics | Ferritin light chain (Equus caballus), P02791 | apoferritin/1-aminoanthracene competitive binding, fluorescence | Potency, µM (doses to about 77.5 µM), without a hit: at the top dose activity change, negative = displacement, hits mostly inhibitors | 350,000 compounds, 0.074% hits; further: potency means the concentration at half of the fitted maximal effect; on the % scale 0 is the no-effect control and ±100 the full control effect; nearly all actives have a fitted effect of over 20% in size
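Horse-spleen apoferritin (10 uM) in 50% saturated 1-aminoanthracene in PBS was incubated 10 min at room temperature with compound. Fluorescence (ex 380, em 535 nm) was normalized to free and bound 1-AMA, with concentration-response fitted by a four-parameter Hill equation.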
APE1 inh: qHTS Assay for Inhibitors of the Human Apurinic/apyrimidinic Endonuclease 1 (APE1); DNA repair nuclease/redox regulator APEX1 (Homo sapiens), P27695; 350,000 compounds, 0.35% hits; Potency, µM (titrated, usually from 65.8 µM), for the others: at the top dose activity change, negative = inhibition, hits mostly inhibitors; recombinant APE1, TAMRA/BHQ-2 abasic DNA cleavage fluorescence;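 further: potency means the concentration at half of the fitted maximal effect; plate controls were vehicle for no effect and reference inhibitor for full effect; nearly all actives have a fitted effect of over 55% in size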
Target sequence (P27695 whole entry, looked up): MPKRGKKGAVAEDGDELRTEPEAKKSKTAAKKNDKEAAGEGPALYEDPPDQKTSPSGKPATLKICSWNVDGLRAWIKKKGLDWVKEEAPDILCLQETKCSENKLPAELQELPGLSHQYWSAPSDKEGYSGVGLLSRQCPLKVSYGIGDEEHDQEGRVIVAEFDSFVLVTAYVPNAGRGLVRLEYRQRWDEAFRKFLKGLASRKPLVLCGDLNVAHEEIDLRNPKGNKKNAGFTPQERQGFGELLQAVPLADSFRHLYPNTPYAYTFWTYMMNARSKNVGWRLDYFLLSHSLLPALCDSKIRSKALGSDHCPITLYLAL
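0.75 nM APE1 + cpd, 15 min RT; start w/ 50 nM TAMRA/BHQ-2 THF-abasic dsDNA; kinetic fluor 525/598 nm ×3 reads @60 s; Δ(read3−read1); normalized to DMSO and NSC13755 control wells.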
RXFP1 antagonist: qHTS Assay for Antagonists of the Relaxin Receptor RXFP1. Relaxin receptor 1 (Homo sapiens), Q9HBX9. HEK293-RXFP1, relaxin-stimulated cAMP HTRF, 30 min; hits give low values. activity change, negative = inhibition, % at 57.5 µM. 350,000 compounds, 0.59% hits. AID 1259400, 2018;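 active means activity change of -60% or lower, but not beyond a set lower limit; inconclusive means change between -60% and -40%, or beyond the set limit; inactive means change above -40%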; further: on the % scale 0 is the no-effect control and ±100 the full control effect
POLI inh: qHTS for Inhibitors of Polymerase Iota. DNA polymerase iota (Homo sapiens), Q9UNA4. AID 588590, 2011. Potency, µM (series often up to 115 µM), for inactives: top-dose activity, negative = inhibition, actives largely listed as inhibitors. 390,000 compounds, 1% hits. Pol iota fluorescent replication assay, 10 min; further: potency means the concentration at half of the fitted maximal effect
Target sequence (Q9UNA4 whole entry, looked up): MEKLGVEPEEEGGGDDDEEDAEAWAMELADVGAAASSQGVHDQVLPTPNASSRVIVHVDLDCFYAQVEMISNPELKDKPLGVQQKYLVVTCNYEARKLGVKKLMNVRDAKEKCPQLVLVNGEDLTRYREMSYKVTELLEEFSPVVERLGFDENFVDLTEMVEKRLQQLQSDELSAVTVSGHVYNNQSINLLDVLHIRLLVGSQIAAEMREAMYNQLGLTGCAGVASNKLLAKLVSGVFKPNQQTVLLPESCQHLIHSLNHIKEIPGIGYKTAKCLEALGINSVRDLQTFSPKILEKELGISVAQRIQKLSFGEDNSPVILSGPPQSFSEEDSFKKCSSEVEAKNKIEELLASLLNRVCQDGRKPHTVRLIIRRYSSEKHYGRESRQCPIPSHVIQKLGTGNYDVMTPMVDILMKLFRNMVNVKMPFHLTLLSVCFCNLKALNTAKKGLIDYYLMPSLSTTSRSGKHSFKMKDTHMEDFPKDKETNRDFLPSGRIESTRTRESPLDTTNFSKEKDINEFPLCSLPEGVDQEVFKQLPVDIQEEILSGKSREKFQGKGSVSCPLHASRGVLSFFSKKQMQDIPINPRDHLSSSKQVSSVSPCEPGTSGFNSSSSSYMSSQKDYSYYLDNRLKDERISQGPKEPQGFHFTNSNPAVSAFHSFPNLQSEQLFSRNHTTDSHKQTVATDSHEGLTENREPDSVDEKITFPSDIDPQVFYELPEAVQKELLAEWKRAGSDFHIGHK
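Fluorescent replication assay read twice, at 0 min and 10 min after adding 50 nM (final) substrate. Enzyme (10 nM) and compounds were first incubated 15 min at room temperature; enzyme-free buffer wells were negative controls.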
Pol eta inh: qHTS for Inhibitors of Polymerase Eta. 390,000 compounds, 1.2% hits. AID 588591, 2011. Potency, µM (doses to about 114 µM), for the others: top-dose activity change, negative = inhibition, hits mostly inhibitors. recombinant Pol eta, fluorescent DNA replication assay. DNA polymerase eta (Homo sapiens), Q9Y253; further: potency means the concentration at half of the fitted maximal effect; on the % scale 0 is the no-effect control and ±100 the full control effect
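Pol eta at 10 nM preincubated with compounds 15 min at room temperature; reaction started with fluorescent substrate (50 nM final) and read kinetically at 0 and 10 min.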
POLB inh: qHTS Assay for Inhibitors of DNA Polymerase Beta | AID 485314, 2010 | Pol beta primer extension/strand displacement, fluorescence kinetic | Potency, µM (titrated, usually from 114 µM), inactives show at the highest dose activity change, negative = inhibition, hits mostly inhibitors | P06746 | 340,000 compounds, 1.3% hits; further: potency means the concentration at half of the fitted maximal effect; on the % scale 0 is the no-effect control and ±100 the full control effect
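Reaction started by 50 nM substrate onto compound-treated Pol beta (10 nM, 15 min preincubation, room temperature); plates read at 0 min and 10 min. Normalized concentration-effect data fitted by four-parameter Hill equation.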
POLK inh: qHTS for Inhibitors of Polymerase Kappa | DNA polymerase kappa (Homo sapiens), Q9UBT6 | purified Pol kappa, fluorescent DNA synthesis assay, 10 min | Potency, µM (series often up to 107 µM), for the others: at the highest dose activity, negative = inhibition, hits mostly inhibitors | 400,000 compounds, 0.53% hits | AID 588579, 2011; further: potency means the concentration at half of the fitted maximal effect; on the % scale 0 is the no-effect control and ±100 the full control effect
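10 nM Pol kappa was preincubated with compounds for 15 min at room temperature. Reaction started with 50 nM (final) substrate. Fluorescence read kinetically at 0 and 10 min.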
BLM inh: qHTS Assay for Inhibitors of Bloom's syndrome helicase (BLM). RecQ-like DNA helicase BLM (Homo sapiens), P54132. 350,000 compounds, 0.2% hits. AID 2528, 2010. Potency, µM (titrated, usually from 56.1 µM), for the others: top-dose activity change, negative = inhibition, actives largely listed as inhibitors. recombinant BLM DNA unwinding, fluorescence dequenching;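 further: potency means the concentration at half of the fitted maximal effect; plate controls were vehicle for no effect and no enzyme for full effect; nearly all actives have a fitted effect of over 35% in size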
Tb PGK inh: qHTS Assay to Find Inhibitors of Phosphoglycerate Kinase; Potency, µM (highest dose often 57.5 µM), without a hit: at the highest dose activity change, negative = inhibition, usual class: inhibitors; PGK/GAPDH coupled, Kinase-Glo luminescence, 60 min; AID 602233, 2012; Phosphoglycerate kinase, glycosomal (Trypanosoma brucei brucei), P07378; 380,000 compounds, 0.043% hits; further: potency means the concentration at half of the fitted maximal effect; on the % scale 0 is the no-effect control and ±100 the full control effect; nearly all actives have a fitted effect of over 60% in size
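Luminescent ATP detection (Kinase-Glo Plus) follows a 60-minute room-temperature incubation, with wells lacking PGK as controls. Buffer: 100 mM TEA (pH 7.6), 5 mM MgCl2, 0.01% Tween-20. Coupling enzyme GAPDH (100 nM final) supplies unstable 1,3-BPG in-well.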
* = called active by the depositor; i = inactive; ? = inconclusive; · = no result given; & = joins results of further samples; [ ] = another dose, or the depositor's remark. Unless noted, the call rests on the fitted dose curve; in most records, active means well fitted curve in the direction sought with a large enough effect; inconclusive means small, poorly fitted or top-dose-only effect, or another doubt; inactive means no such curve, though single readings can be large; an effect the other way counts as inactive or inconclusive. A portion of the library, so the mix of outcomes need not match the whole.

SMILES | Apoferritin bind | APE1 inh | RXFP1 antagonist | POLI inh | Pol eta inh | POLB inh | POLK inh | BLM inh | Tb PGK inh
Cc1sc(C(=O)NCc2cccnc2)c2nc(C)n(CC(=O)NCc3cccnc3)c(=O)c12 | -16% | -5% | -9 | 6%[58.9 µM] | -17% | 1% | 4% | -8% | -1%
Cn1c(C(=O)NCCN2CCOCC2)cc2sccc21 | -8% | 1% | -15 | 5% | -7% | 36% | -25% | 0% | -6%
COc1cc(/C=C2\SC(=S)N(CC(=O)NC3=NCCS3)C2=O)cc(OC)c1OC | -4% | 18% | -7 | 1% | -9% | 1% | -3% | -4% | -3%
Cc1c(N/C=C(\Cl)C(=O)C(F)(F)F)c(=O)n(-c2ccccc2)n1C | -1% | 13% | -4 | 94%[activator] | -11% | 12% | -13% | 0% | -1%
CCn1cc(C(=O)N[C@@H](CC(C)C)C(=O)NCCCn2ccnc2)c(=O)c2cc3c(cc21)OCO3 | -7% | 48%[activator] | 10 | 13% | -7% | 3% | 9% | 1% | i
CSc1ccccc1C(=O)Nc1cccc(C(C)=O)c1 | -6% | 5% | 18 | -3% | -8% | 1% | -6% | 0% | 9%
COc1ccc2nc(NNC(=O)c3cc(=O)c4ccccc4o3)sc2c1 | -3% | -6% | · | -6% | 79µM* | ? | 11% | -10% | -7%
Cc1ccc(NNC(=O)c2ccno2)cc1C | 14% | -11% | -21 | 173%[activator] | -13% | 11% | 0% | 73%[activator] | -3%
CSCC[C@H](NC(=O)[C@H](CC(C)C)NC(=O)CNC(=O)[C@H](Cc1ccccc1)N(C)C(=O)[C@H](Cc1ccccc1)NC(=O)[C@H](CC(=O)O)NC(=O)[C@@H](N)CC(=O)O)C(N)=O | -9% | -1% | · | · | · | · | 10%[60.1 µM] | 0% | ·
COc1cccc(CN2CCNC(=O)C2CC(=O)NCc2cn3ccc(C)cc3n2)c1OC (stereo not given) | -4% | -2% | -4 | 42%[activator] | -5% | 13% | 2% | -3% | 5%
CCNC(=S)NNc1nncc2ccccc12 | -2% | -2% | 0 | 55%[activator] | -2% | -1% | 0% | -3% | 10%
COc1cc(C(=O)N2CCSCC2)ccc1OC1CCN(C(C)=O)CC1 | -1% | -9% | -2 | 8% | -15% | 31% | 8% | -1% | -7%
CCOc1ccc(NC(=S)N2CCCN(Cc3cccc(Cl)c3)C2)cc1 | -12% | 8% | -16 | 2% | -19% | 13% | -14% | -9% | -4%
CCCC(=O)Nc1ccc(C(=O)/C=C/c2ccc(SC)cc2)cc1 | ? | -2% | 7 | -4% | ? | 17% | -6% | -9% | -1%
Cc1ccc(NC(=O)CC2C(=O)NC3CCCCC3N2C(=O)c2ccc(F)cc2)cc1C (stereo not given) | -13% | -8% | 1 | 15% | -11% | -15% | -10% | -6% | 3%
CCOC(=O)c1c(-c2ccc(F)cc2)csc1NC(=O)CN1C(=O)NC2(CCCCC2C)C1=O (stereo not given) | -15% | -1% | · | ? | ? | ? | ? | -3% | 1%
COc1ccccc1CNC(=O)CN(c1ccc(C)cc1)S(=O)(=O)c1c(C)n[nH]c1C | -13% | -4% | -1 | -26%[58.9 µM] | 8% | 37% | -11% | -6% | -7%
CS(=O)(=O)N1CCCC(C(=O)NCCN2CCC(Cc3ccccc3)CC2)C1 (stereo not given) | -7% | 2% | -9 | 7% | -6% | 3% | -3% | 2% | 5%
C=CCc1ccccc1OCC(O)CN1CCN(c2ccc(C)cc2)CC1 (stereo not given) | -14% | -7% | -25 | 15% | -17% | 1% | -10% | -8% | ·
O=C(CSC(=S)N1CCOCC1)Nc1nccs1 | -2% | 2% | -4 | 0% | -7% | -7% | 16% | -2% | -10%
O=C(NN1C(=O)C2C3CCC(O3)C2C1=O)c1ccco1 (stereo not given) | -2% | 1% | -9 | 31%[activator] | 6% | 4% | -28% | 5% | -3%
Cc1cc(/C=C2\SC(=S)NC2=O)c(C)[nH]1 | -16% | ? | -111* | 20µM* | 20µM* | 22µM* | 79µM* | -22% | -17%
O=C(COC(=O)C1COc2ccccc2O1)NC(=O)NC1CCCC1 (stereo not given) | -10% | -4% | -7 | -7% | 6% | 8% | -1% | -1% | -3%
O=C1CCC([N+](=O)[O-])C(c2ccc(Cl)cc2)N1 (stereo not given) | -10% | 14% | 2 | 13% | -16% | 7% | -3% | -3% | -5%
Cc1ccccc1OCC(=O)N(CC(C)C)c1c(N)n(CC(C)C)c(=O)[nH]c1=O | 10% | 4% | -16 | 20% | 1% | -15% | 1% | 2% | i
Cc1cccc(N=C2NN=C(c3ccccc3F)CS2)c1C | -8% | -7% | -17 | 22% | -13% | 0% | 4% | -5% | -8%
COc1cc([N+](=O)[O-])ccc1NC(=O)NNC(=O)c1sccc1C | ? | 10% | -7 | ? | -7% | 27% | 3% | -2% | -2%
CCOc1ccccc1CNC(=O)c1cc2oc3ccccc3c2n1CC | 76%&14%[activator] | 14% | -13&-11 | -9%&10% | -9% | 18%&10% | -4%&-7% | -7%&-10% | 15%
Cc1c(Nc2cc(N3CCOCC3)c3nonc3c2[N+](=O)[O-])c(=O)n(-c2ccccc2)n1C | -2% | 1% | · | · | · | -15% | · | 2% | ·
COc1ccc2c(c1OC)C(=O)N(c1ccc3c(c1)CCC3)C2=O | -5% | -3% | -8 | 21% | -13% | 15% | -4% | -11% | -5%
COc1ccc(S(=O)(=O)N(CC(=O)NCc2ccncc2)c2ccc(C)cc2)cc1OC | 3% | 7% | 1 | 44%[activator] | -15% | 78% | -7% | -1% | i
CCc1ccc(OCC(=O)NNC(=S)NC(=O)C2CCCCC2)c(Br)c1 | ? | 39% | 4 | 31% | -17% | ? | -5% | 1% | -9%
COc1cccc(CNC(=O)c2ccc3c(c2)nc2n3CCC(C)C2)c1 (stereo not given) | 3% | · | 0 | -1% | -18% | 0% | -9%[60.1 µM] | 0% | -1%
CCOC(=O)C(NC(=O)Cc1ccccc1)(Nc1cc(C)on1)C(F)(F)F (stereo not given) | 4% | 4% | 7 | ? | 7% | -1% | -11% | -14% | i
CCOC(=O)CSc1nc(C(C)(C)C)nc2ccccc12 | -16% | 10% | -27 | 77%[activator] | -22% | -25% | -2% | -4% | i
CCOC(=O)c1c(C)oc2ccc(OC(=O)N3CCOCC3)cc12 | -8% | 1% | -4 | -13% | -7% | -20% | -3% | -3% | ·
COc1ccc(N2C(=S)N(C(=O)c3ccccc3)C(=Nc3ccccc3)C2=Nc2ccccc2)cc1 | · | · | 7 | ? | -9% | · | -5% | · | -25%
Cc1cc(C)c(NC(=O)c2ccc3c(c2)C(=O)N(Cc2cccnc2)C3=O)c(C)c1 | -11% | 48%[activator] | -5 | 15% | 3% | 0% | 3% | -4% | 3%
O=C(Cn1cnc2c(cnn2-c2ccc(Cl)cc2)c1=O)NC1CCCCC1 | 5% | -3% | · | -11% | -12% | -7% | 6% | 0% | -3%
O=c1[nH]c(C2CC2)nc2sc3c(c12)CCCC3 | -12% | -1% | -20 | 16% | -24% | ? | -5% | 3% | 1%

Limited to RXFP1 antagonist, Pol eta inh and Apoferritin bind (2 entries from above):
| compound | RXFP1 antagonist | Pol eta inh | Apoferritin bind |
| --- | --- | --- | --- |
| CCOc1ccccc1CNC(=O)c1cc2oc3ccccc3c2n1CC | -13&-11 | -9% | 76%&14%[activator] |
| COc1ccc2c(c1OC)C(=O)N(c1ccc3c(c1)CCC3)C2=O | -8 | -13% | -5% |

Next section:
SMILES | Apoferritin bind | APE1 inh | RXFP1 antagonist | POLI inh | Pol eta inh | POLB inh | POLK inh | BLM inh | Tb PGK inh
COc1cccc(N/C(=N/C(=S)Nc2ccc(C)cc2C)Nc2nc(C)cc(C)n2)c1 | -12% | 9% | -13 | 18% | -10% | -2% | -5% | -6% | -3%
CCN(CC)c1ccc(/C=N/NC(=O)C(O)c2ccccc2)cc1 (stereo not given) | -4% | 1% | -11 | 111%[activator] | -26% | -8% | -17% | 1% | -9%
CN(C)Cc1ccc(F)cc1Sc1cc(Cl)ccc1Cl | -5% | 5% | -25 | -15% | -14% | -16% | -21% | -7% | i
CCOC(=O)c1c(NC(=O)c2c(-c3ccccc3)noc2C)sc(C)c1-c1ccccc1 | -13% | 0% | -15 | -9% | -13% | -3% | -15% | -2% | 0%
CCCCC(=O)Nc1nnnn1CCC | -8% | -7% | 1 | 144%[activator] | 0% | 30% | -12% | -1% | -9%
CC(=O)N1N=C(c2ccco2)CC1c1cccs1 (stereo not given) | -2% | 4% | -1 | 11% | -2% | -16% | 1% | -2% | -10%
C=CCN1C(=O)/C(=C/C=C2/N(CC)c3ccc(S(=O)(=O)N(C)C)cc3N2CC)SC1=S | -12% | ? | 6 | ? | 45µM* | 4.5µM* | -18% | 10µM* | -16%
CCOC(=O)C1CCCN(C(=O)Cn2c(=O)c3cccn3c3cccnc32)C1 (stereo not given) | -14% | 6% | -28 | 19% | 4% | 1% | -5% | 0% | -4%
CCOc1ccc(-n2c(SCC(=O)Nc3ccc4c(c3)OCO4)nc3ccccc3c2=O)cc1 | -7% | -2% | 7 | 6% | 4% | 31% | -19% | -9% | -1%
COc1ccc(Cc2n[nH]c(=S)n2Cc2ccccc2)cc1Cl | -15% | -7% | -18 | 54%[activator] | -11% | -17% | -10% | 0% | -8%
Cc1cccc(-c2nc(C#N)c(N3CCC(C)CC3)o2)c1 | 11% | -2% | -6 | 1% | -13% | 42% | 8% | -1% | -8%
